Source: PubChem (several laboratories)
NTR1 ag – agonists of NTR1, primary screen, imaging, U2OS cells, beta-arrestin-GFP, high content (AID 493036) | NTR1-U2OS beta-arrestin-GFP spot imaging, agonist mode | activation, % at 20 µM | actives 0.17% (n = 330,000);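 active = activation at or above 40% of the spot to cytoplasm intensity ratio, with at least 20 cells analyzed; inconclusive = wells under 20 cells, flagged as cytotoxic or low count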;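 also: 0% = DMSO without peptide and 100% = 100 nM NTR1 peptide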
Target sequence (P30989 whole entry, looked up): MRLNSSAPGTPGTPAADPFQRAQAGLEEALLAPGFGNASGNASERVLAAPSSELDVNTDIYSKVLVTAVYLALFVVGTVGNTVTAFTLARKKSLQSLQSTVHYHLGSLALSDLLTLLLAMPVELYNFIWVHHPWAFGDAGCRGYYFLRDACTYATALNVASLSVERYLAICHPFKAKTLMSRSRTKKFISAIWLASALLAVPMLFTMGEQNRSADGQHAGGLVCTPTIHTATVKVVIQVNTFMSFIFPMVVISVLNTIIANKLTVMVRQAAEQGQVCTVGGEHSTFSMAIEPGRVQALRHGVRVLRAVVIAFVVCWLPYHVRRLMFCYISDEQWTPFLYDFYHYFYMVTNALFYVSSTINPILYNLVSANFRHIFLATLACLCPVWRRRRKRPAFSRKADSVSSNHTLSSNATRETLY
West Nile virus CPE – West Nile virus antiviral activity, cell-based, CPE readout (AID 1621); actives 0.02% (n = 290,000); West Nile virus-infected cells, CPE inhibition; higher % means a stronger effect; CPE inhibition, % at 10 µM; hits with a dose series show IC50 in µM; in the data active = a potency from the dose series; inconclusive = CPE inhibition mostly from about 3.7% at the one dose, without a potency; inactive = the rest, 99 in 100 with CPE inhibition below about 2.2%; also: strong numbers were not always called active
Dengue-2 NS5 capping – Dengue-2 NS5 methyltransferase inhibitors, primary screen, biochemical, confirmation dose response (AID 588689); Genome polyprotein (Dengue virus type 2 (strain 16681-PDK53)); Dengue-2 NS5 methyltransferase capping enzyme assay, biochemical; higher % means a stronger effect; inhibition, % at 25 µM; hits with a dose series show IC50 in µM; actives 0.3% (n = 340,000); in the data active = a potency from the dose series; inconclusive = inhibition above about 29% without an active follow-up result
AID2073 – inhibitors of Mint1-CaV2.2 protein interaction, biochemical, HTRF (AID 2073); Voltage-dependent N-type calcium channel subunit alpha-1B (Homo sapiens); HTRF protein-protein interaction, Mint1-CaV2.2; higher % means a stronger effect; actives 0.19% (n = 290,000); inhibition, % at 20 µM; hits with a dose series show IC50 in µM; in the data active = inhibition mostly above about 51%, no sharp cut-off; inconclusive = no clear call, values can overlap the other calls; inactive = mostly below about 53%; also: some results filed as inactive read as strong as hits
Rac1 GTP hydrolysis – MgcRacGAP GTPase-activating activity inhibitors, confirmation, biochemical, ADP Hunter fluorescence. MgcRacGAP-stimulated Rac1 GTP hydrolysis, ADP Hunter fluorescence; higher % means a stronger effect; GST-tagged Rac1 F28L mutant substrate. inhibition, % at 30 µM; hits with a dose series show IC50 in µM. AID 624330, 2012. actives 0.6% (n = 340,000). Rac GTPase-activating protein 1 (Homo sapiens);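 active = first-screen hits whose inhibition reached a set limit at any dose in the follow-up dose series; inconclusive = inhibition above the set first-screen limit but never retested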;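 also: fluorescence reports GDP produced by GAP-driven GTP hydrolysis; strong numbers were not always called active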
UTI89 phage lysis – inhibition of K1F phage lysis, E. coli UTI89, bacterial capsule biogenesis inhibitors, alamar blue (AID 488966); E. coli UTI89 K1F phage lysis, alamar blue, 2 h; higher % means a stronger effect; one-dose inhibition, % at 100 µM; IC50 in µM for titrated hits; actives 0.02% (n = 340,000);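 active = phage lysis inhibition, versus mean bacterial control, above a set limit; inconclusive = no clear call, values can overlap the other calls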;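 also: capsule biogenesis inhibitors block K1F phage lysis so surviving cells raise fluorescence; higher fluorescence means more inhibition of phage lysis; actives were called in the ten point dose series up to 300 µM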
Siah-1 displacement – Siah-1 peptide-binding antagonists, primary screen, biochemical, fluorescence polarization, rhodamine-plectin, uHTS (AID 1817); actives 0.02% (n = 290,000); Siah-1 / rhodamine-plectin peptide fluorescence polarization; higher % means a stronger effect; E3 ubiquitin-protein ligase SIAH1 (Homo sapiens); one-dose displacement, % at 20 µM; IC50 in µM for titrated hits;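 active = displacement of at least 50% at 20 µM, with a fluorescence ratio check between 0.3 and a set limit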;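 also: plate controls were Siah plus tracer with DMSO for no effect and tracer alone without Siah for full effect; strong numbers were not always called active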
Large T inhibition – SV40 large T antigen inhibitors, biochemical (AID 1903). SV40 large T antigen ATPase/helicase inhibition assay; higher % means a stronger effect. one-dose inhibition, % at 20 µM; IC50 in µM for titrated hits. actives 0.39% (n = 310,000); in the data active = a potency from the dose series; inconclusive = inhibition mostly from about 32% at the one dose, without a potency; inactive = the rest, 99 in 100 with inhibition below about 32%; also: strong numbers were not always called active
RSV antiviral HEp-2 – RSV antiviral activity via CPE protection, HEp-2 cells, primary 10 µM value included (AID 2391); HEp-2 cells, RSV-induced CPE inhibition; higher % means a stronger effect; CPE inhibition, % at 10 µM; hits with a dose series show IC50 in µM; actives 0.13% (n = 310,000); in the data active = a potency from the dose series; inconclusive = CPE inhibition mostly from about 23% at the one dose, without a potency; inactive = the rest, 99 in 100 with CPE inhibition below about 21%; also: strong numbers were not always called active
NTR1 ag cell count 20 µM – second read-out of NTR1 ag, no call of its own (marks repeat the call); cell count; measured here: cell count, cytotoxicity flag
Dengue-2 NS5 capping pilot replicate – recorded beside Dengue-2 NS5 capping, whose call it bears; inhibition, %; measured here: pilot screen replicate inhibition
* marks the source's active call; other numbers are inactive results; ? = inconclusive; . = not tested or not shown; [ ] = dose if it differs, or a comment.

SMILES	NTR1 ag	NTR1 ag cell count 20 µM	West Nile virus CPE	Dengue-2 NS5 capping	AID2073	Rac1 GTP hydrolysis	UTI89 phage lysis	Siah-1 displacement	Large T inhibition	RSV antiviral HEp-2	others
Cc1ccccc1NC(=O)c1ccccc1NC(=O)c1ccccc1F	.	.	0.2%	0%	10%	5%	1.7%[50 µM]	8%	-3%	1.6%
Cc1ccc(C)c2[nH]c(=O)c(C(c3nnnn3Cc3ccccc3)N3CCc4ccccc4C3)cc12 (stereo unspecified)	4.3	84	-0.4%	?	13%	6%	0.1%	3%	11%	5.8%
COc1cccc(C(=O)N2CCOCC2)c1	0.7	45	1.1%	.	-9%	0%	0.4%	7%	10%	1.2%
Cc1ccc(-c2nnc(SCC(=O)Nc3ccccc3N3CCOCC3)o2)cc1	.	.	0.0%	-8%	?	2%	0.0%	-3%	11%	.
O=C(CC(Sc1ccc(Br)cc1)C(=O)O)c1ccc(F)cc1 (stereo unspecified)	4.7	86	-0.7%	14%	-1%	26%	0.3%	-1%	8%	1.7%
COc1ccc(Cl)cc1C(=O)Nc1cccc(-c2ccc3nncn3n2)c1	-2.5	116	0.8%	-5%	8%	1%	0.2%	3%	5%	0.0%
COc1ccc(C2C(C(=O)Nc3cc(OC)c(OC)c(OC)c3)c3ccccc3C(=O)N2C)cc1OC (stereo unspecified)	0.0	59	0.4%	0%	-12%	3%	1.9%	3%	28%	0.3%
CSc1nnc(-c2ccncc2)n1CCCN1CCCC1=O	-1.1	73	-0.1%	1%	-15%	-1%	1.8%	1%	.	1.1%
COc1cccc(COCC(O)CN2CCC(C(N)=O)CC2)c1 (stereo unspecified)	-0.3	59	-0.7%	1%	2%	2%	0.2%	1%	3%	3.9%
CCc1ccc(NC(=O)C(NS(=O)(=O)c2ccc3c(c2)CCN3C(C)=O)C(C)C)cc1 (stereo unspecified)	1.5	54	0.5%	-5%	8%	0%	0.3%	-5%	-1%	1.8%
CCC/C=C1/CCCOC(C(=O)NCCNCCO)(C(F)(F)F)C1 (stereo unspecified)	-0.5	93	-0.2%	-10%	.	5%	0.3%	.	24%	2.8%
CC(=O)c1sc(N/N=C\c2ccc(C)cc2)nc1C	2.5	41	-1.1%	-20%	0%	11%	3.6%	0%	6%	7.9%
CCCCCC(C(=O)O)C(C)CC(=O)NC1CCCCC1 (stereo unspecified)	-0.1	50	0.4%	.	-4%	17%	0.5%	2%	2%	0.7%
Nn1c(SCc2ccccc2)nc2c(cnn2-c2ccccc2)c1=O	-0.3	57	-0.1%	-11%	10%	10%	0.1%	-2%	-4%	1.6%
O=C(NC1CCCN(C2Cc3ccccc3C2)C1)c1ccc(F)cc1Cl (stereo unspecified)	4.7	55	-0.3%	2%	0%	6%	0.5%	4%	11%	2.1%
CCc1c(O)nc(SCC(=O)Nc2ccccc2OC)n(-c2ccccc2C)c1=O	0.9	78	1.1%	-13%	19%	-1%	1.3%	-8%	.	0.3%
COc1cccc(C(=O)NC(=S)Nc2ccc(Cl)cc2C(=O)O)c1	3.6	52	0.5%	-7%	-12%	8%	2.1%[50 µM]	3%	13%	2.8%
CC(C)C[C@H](NC(=O)C1CC(=O)N(c2ccc3c(c2)OCCO3)C1)C(=O)N1CCCCC1 (stereo partly specified)	1.1	62	-0.7%	0%	-10%	8%	0.4%	-2%	10%	-1.9%
CCOC(=O)CSc1nnc([C@H](CC(C)C)NC(=O)OC(C)(C)C)o1	.	.	0.1%	-2%	-5%	12%	0.3%	2%	10%	.
COC(=O)c1cccc(NC(=O)/C(=C\c2ccccc2)NC(=O)c2ccccc2Cl)c1	3.6	63	1.3%	-3%	-5%	4%	3.8%	1%	16%	-0.3%
COc1ccc(NC(=O)c2ccc(-c3ccc(C)c4ccccc34)o2)cc1	2.7	58	-0.5%	3%	3%	17%	1.9%	-1%	11%	12%
CC1(C)Oc2ccc(C(=O)NN)cc2NC1=O	0.3	44	.	-6%	-12%	5%	-0.1%	-7%	10%	0.5%
CC1CCN(C(=O)CSc2ccc(-c3ccccc3)nn2)CC1	2.5	43	1.4%	-5%	-15%	6%	0.5%	7%	10%	1.1%
CN(C)c1cc[n+](/C(C(=S)Nc2ccc(SC(F)F)cc2)=C(/[O-])c2ccccc2)cc1	3.0	61	0.2%	1%	-4%	16%	0.2%	6%	17%	3.4%
FC(F)(F)c1cc(NC2CCCCC2)ccn1	2.1	90	-1.4%	-8%	1%	-6%	-0.4%	1%	14%	4.9%
CC(C)c1ccc(C2(C)NC(=O)N(CC(=O)NCC3COc4ccccc4O3)C2=O)cc1 (stereo unspecified)	-1.7	53	.	-1%	.	1%	0.4%[50 µM]	.	.	2.3%
COc1cccc(CN2CCNC(=O)C2CC(=O)NC2Cc3ccccc3C2)c1 (stereo unspecified)	-0.1	84	-0.1%	15%	5%	5%	0.0%	7%	6%	1.3%
COC(=O)c1cccc(NC(=O)CSc2nnc(-c3ccco3)o2)c1	-1.4	25	0.2%	-2%	1%	3%	0.2%	-2%	3%	1.2%
CCC(C)NC(=O)C1CCN(S(=O)(=O)N2CCC3(CC2)OCCO3)CC1 (stereo unspecified)	-0.8	32	0.3%	-8%	8%	1%	0.0%	-2%	-7%	1.0%
CCCc1ccc2oc(C(=O)N3CCC(N4CCCC(O)C4)CC3)c(C)c2c1 (stereo unspecified)	0.9	67	0.0%	-18%	2%	-47%	-0.2%	-5%	.	-4.2%
CC(=O)NC(Cc1ccc(C)cc1)C(=O)NC1CCN(C(=O)c2ccc([N+](=O)[O-])cc2)CC1 (stereo unspecified)	-1.1	73	-0.6%	-3%	11%	-18%	0.2%	-1%	11%	0.3%
O=C(O)c1c(C(=O)N2N=C3/C(=C/c4ccccc4)CCCC3C2c2ccccc2)cccc1[N+](=O)[O-] (stereo unspecified)	-1.1	48	0.1%	16%	8%	7%	0.9%	20%	8%	-0.8%
Cc1cc(-c2ccc(Cl)cc2Cl)c(C#N)c(=O)[nH]1	2.5	56	0.3%	2%	27%	10%	0.0%	-2%	2%	1.2%
N#CC(C(=O)NC1CC1)c1nc2ccccc2nc1N1CCN(C/C=C/c2ccccc2)CC1 (stereo unspecified)	1.2	45	-0.1%	?	15%	2%	1.2%	1%	0%	-1.0%
COc1ccc(Cc2nc3ccc(C(=O)NCCSC)cc3o2)cc1	.	.	-0.1%	-6%	.	10%	-0.7%	.	7%	1.3%
CCc1ccc2[nH]c(=O)c(C(c3nnnn3Cc3ccc(OC)cc3)N3CCOCC3)cc2c1 (stereo unspecified)	2.5	81	0.3%	-6%	2%	3%	2.0%	4%	11%	-0.5%
On1nnc2ccc3ccccc3c21	-1.6	61	0.0%	-7%	7%	4%	1.1%[50 µM]	1%	20%	3.4%
Clc1ccc(-c2nnc3n2CCCC3)cc1	0.9	78	-0.1%	-6%	10%	4%	2.6%	1%	6%	1.4%
O=C(NCc1ccccc1)c1ccc2nc(-c3ccco3)c(-c3ccco3)nc2c1	1.6	43	0.1%	?	55%	19%	-0.9%	28%	?	-0.1%
CO/N=C(\c1nonc1N)N1CCN(c2ccc([N+](=O)[O-])cc2Cl)CC1	4.5	89	-0.8%	3%	-12%	7%	-0.1%	-1%	3%	16%	Dengue-2 NS5 capping pilot replicate=-3.3
CCCCCCCCCCCCN1[C@@H](CC(=O)OC)c2cc(F)cc(F)c2S1(=O)=O	1.2	62	1.1%	-9%	.	11%	0.9%	.	12%	-1.8%
CC1=[N+](C)N(c2ccccc2)C(=O)C1N=Cc1c(Cl)cccc1Cl (stereo unspecified)	-1.1	109	0.2%	2%	-8%	5%	0.6%	-4%	20%	1.2%
O=C(COC(=O)CSc1ccc(Cl)cc1)Nc1ccccc1	-0.5	64	.	-1%	.	5%	0.0%[50 µM]	.	.	0.5%
NS(=O)(=O)c1ccc(NC(=O)CCC2CCCCC2)cc1	0.8	59	0.1%	4%	5%	15%	0.1%	3%	3%	9.8%
N/C(Cc1cccs1)=N\OC(=O)COc1ccccc1	-1.9	54	0.3%	.	1%	9%	0.2%	1%	1%	16%
CCOc1ccc2nc(SCc3cccc(C)c3)nc(C)c2c1	7.5	76	0.2%	-4%	-3%	2%	4.3%	-3%	10%	1.5%
O=C1CCC([N+](=O)[O-])C(c2ccc(C(F)(F)F)cc2)N1 (stereo unspecified)	3.6	41	.	1%	.	11%	0.7%	.	10%	0.3%
N#C/C(=C\c1ccco1)C(=O)Nc1cccc2ncccc12	-1.3	91	-0.1%	-8%	13%	10%	0.1%	1%	9%	6.9%
O=C(NNC(=O)c1ccc2nonc2c1)Nc1ccc(Cl)cc1	2.1	37	0.1%	.	4%	.	.	5%	14%	1.0%
O=C(CCc1nc2ccccc2c(=O)[nH]1)Nc1cc(Cl)ccc1N1CCCCC1	6.5	66	.	-12%	.	7%	-0.4%[50 µM]	.	.	-0.4%
Remaining list, next part:
SMILES	NTR1 ag	NTR1 ag cell count 20 µM	West Nile virus CPE	Dengue-2 NS5 capping	AID2073	Rac1 GTP hydrolysis	UTI89 phage lysis	Siah-1 displacement	Large T inhibition	RSV antiviral HEp-2	others
O=C(CCc1c[nH]c2ccccc12)NCc1ccc2c(c1)OCO2	0.4	53	-0.2%	-5%	-3%	4%	0.4%	0%	16%	0.6%
CCn1c(SCC(=O)Nc2cccc(C)n2)nnc1-c1ccco1	1.4	84	-0.1%	3%	0%	11%	0.1%	3%	1%	2.3%
CCOCCCNC(=S)N1CCN(Cc2ccc3c(c2)OCO3)CC1	2.5	33	-1.1%	-5%	-15%	152µM*	-0.4%	2%	.	-0.3%
O=C(CN(C(=O)CCC(=O)Nc1nccs1)c1ccc2c(c1)OCO2)NCC1CCCO1 (stereo unspecified)	0.8	48	0.0%	-2%	1%	2%	0.4%	2%	2%	1.1%
Cc1ccc(N=C2SC(C(=O)O)CC(=O)N2C)cc1C (stereo unspecified)	5.1	46	0.5%	3%	2%	1%	0.8%	2%	19%	-1.2%

Random draw from the library (roughly 1.6% active in at least one column).
